Dicer inh: blocks human Dicer maturation of pre-miR-21. Q9UPY3. cat-ELCCA pre-miR-21 Dicer processing, chemiluminescence; stronger effect = higher value. z-score at 25 µM. actives 6% (n = 47,000). AID 1347074; in the data active = z-score above about 3, passing the limit was not always enough;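 note: plate controls were vehicle for no effect and no enzyme for full effect; higher signal means more uncleaved substrate so more Dicer inhibition; strong numbers were not always called active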
Target sequence (Q9UPY3 whole entry, looked up): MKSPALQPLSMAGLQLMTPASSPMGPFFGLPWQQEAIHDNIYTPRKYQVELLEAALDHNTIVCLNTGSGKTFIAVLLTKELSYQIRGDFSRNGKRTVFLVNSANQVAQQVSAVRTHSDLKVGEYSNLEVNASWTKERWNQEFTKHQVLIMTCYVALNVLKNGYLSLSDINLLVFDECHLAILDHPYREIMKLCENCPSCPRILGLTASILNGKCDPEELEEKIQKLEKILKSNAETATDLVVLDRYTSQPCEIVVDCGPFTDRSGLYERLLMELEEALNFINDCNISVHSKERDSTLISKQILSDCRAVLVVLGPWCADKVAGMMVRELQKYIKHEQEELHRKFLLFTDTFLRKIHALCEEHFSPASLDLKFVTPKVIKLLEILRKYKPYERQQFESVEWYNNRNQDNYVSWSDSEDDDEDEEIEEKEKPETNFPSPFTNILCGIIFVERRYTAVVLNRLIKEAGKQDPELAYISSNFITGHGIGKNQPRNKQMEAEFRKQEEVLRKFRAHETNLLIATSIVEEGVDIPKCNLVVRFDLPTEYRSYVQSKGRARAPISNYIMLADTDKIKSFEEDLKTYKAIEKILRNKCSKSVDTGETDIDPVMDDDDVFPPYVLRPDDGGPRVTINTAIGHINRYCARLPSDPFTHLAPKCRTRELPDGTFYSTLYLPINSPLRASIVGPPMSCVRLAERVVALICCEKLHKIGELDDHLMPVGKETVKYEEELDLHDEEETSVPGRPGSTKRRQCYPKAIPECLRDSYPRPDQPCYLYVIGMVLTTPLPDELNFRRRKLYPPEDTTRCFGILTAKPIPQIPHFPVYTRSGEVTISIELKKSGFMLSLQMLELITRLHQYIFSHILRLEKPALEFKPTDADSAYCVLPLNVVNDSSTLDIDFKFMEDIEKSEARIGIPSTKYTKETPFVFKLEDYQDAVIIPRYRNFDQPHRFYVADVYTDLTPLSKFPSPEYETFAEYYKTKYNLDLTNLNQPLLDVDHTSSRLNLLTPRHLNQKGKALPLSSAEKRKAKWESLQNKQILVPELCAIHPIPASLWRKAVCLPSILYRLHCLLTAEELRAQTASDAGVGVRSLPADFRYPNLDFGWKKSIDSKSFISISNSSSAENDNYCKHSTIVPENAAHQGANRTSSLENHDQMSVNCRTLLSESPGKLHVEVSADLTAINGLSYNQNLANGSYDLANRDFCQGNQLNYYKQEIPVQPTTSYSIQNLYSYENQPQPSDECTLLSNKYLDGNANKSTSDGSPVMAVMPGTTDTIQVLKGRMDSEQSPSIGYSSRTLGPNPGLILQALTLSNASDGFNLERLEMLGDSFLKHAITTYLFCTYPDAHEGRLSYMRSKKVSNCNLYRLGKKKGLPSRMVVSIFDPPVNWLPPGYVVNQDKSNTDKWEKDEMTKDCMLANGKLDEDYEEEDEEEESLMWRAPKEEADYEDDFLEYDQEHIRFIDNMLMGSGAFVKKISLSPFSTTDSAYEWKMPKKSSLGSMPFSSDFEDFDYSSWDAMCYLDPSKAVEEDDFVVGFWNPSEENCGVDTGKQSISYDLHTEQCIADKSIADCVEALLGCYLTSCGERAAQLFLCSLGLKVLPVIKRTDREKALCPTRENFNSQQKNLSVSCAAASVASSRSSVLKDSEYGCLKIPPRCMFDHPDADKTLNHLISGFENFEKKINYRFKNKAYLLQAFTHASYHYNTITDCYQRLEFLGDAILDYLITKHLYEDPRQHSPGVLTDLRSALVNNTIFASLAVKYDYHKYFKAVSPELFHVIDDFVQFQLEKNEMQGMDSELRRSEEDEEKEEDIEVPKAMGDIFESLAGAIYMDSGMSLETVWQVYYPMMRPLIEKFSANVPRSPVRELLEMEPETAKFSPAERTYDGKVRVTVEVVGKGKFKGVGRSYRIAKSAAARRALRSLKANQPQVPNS
The depositor's hits bear a star. Only part of the results is shown. The share of hits here may be higher or lower than overall.

Results for CC(C)(C)NS(=O)(=O)c1ccc2c(c1)Cc1cc(S(=O)(=O)NC(C)(C)C)ccc1-2 ?
Dicer inh: -1.17

How did C=CCOc1cccc(C(Nc2cccc(C)n2)c2ccc3cccnc3c2O)c1 (configuration not stated) do in these assays?
Dicer inh: 1.43

What do the screens show for `CC(C)NC(=O)c1cccc2c1-c1ccccc1C2=O`?
Dicer inh: -0.65

Results for O=C(O)CCCC[C@@H]1CCSS1 ?
Dicer inh: -1.29

Results for Cc1sc2nc(C)n(/N=C/c3cccs3)c(=O)c2c1C ?
Dicer inh: 1.93

Results for CCOC(=O)C1=C(CC)NC2=C(C(=O)CCC2)C1c1cccnc1 (configuration not stated) ?
Dicer inh: -0.45

What do the screens show for `CCOC(=O)C(=CNNC(=O)C1C2C=CC(C2)C1C(=O)O)C(=O)OCC` (configuration not stated)?
Dicer inh: -0.42

How did O=c1[nH]nc2c(-c3ccccc3)c(-c3ccccc3)c(-c3ccccc3)nn12 do in these assays?
Dicer inh: -4.15

What do the screens show for `CN(C(=O)c1c[nH]c(=O)cc1C(F)(F)F)c1ccc(Cl)cc1`?
Dicer inh: -2

What do the screens show for `CN(C)CCCNc1oc(-c2ccc(F)cc2)nc1C#N`?
Dicer inh: 1.01

Results for Cc1nc2ccccc2n1Cc1nc2ccccc2n1C ?
Dicer inh: 1.05

How did CCc1ccc(C(=O)CSc2n[nH]c(-c3ccncc3)n2)cc1 do in these assays?
Dicer inh: -1.1

How did CCOC(=O)C1=C(C)NC2=C(C(=O)CCC2)C1c1ccc(O)c(OC)c1 (configuration not stated) do in these assays?
Dicer inh: -0.21

How did NC(=O)N/N=C1\CCOc2ccc3ccccc3c21 do in these assays?
Dicer inh: -0.43

How did N#CCCn1nc(-c2ccc(F)cc2)ccc1=O do in these assays?
Dicer inh: -2.43

Results for O=C(O)c1cccc(Nc2ncnc3ccc(Br)cc23)c1 ?
Dicer inh: 0.02

How did O=C(CSc1nnc2c(n1)[nH]c1ccccc12)Nc1ccc(Cl)cc1 do in these assays?
Dicer inh: 2.52

How did O=C1/C(=C/c2ccncc2)COc2ccccc21 do in these assays?
Dicer inh: -1.04

What do the screens show for `CNC(=S)NNC(=O)CN1C(=O)CSc2ccc(C(F)(F)F)cc21`?
Dicer inh: -0.71

Results for COC(=O)c1ccc(C2Nc3ccccc3-c3nnc(SC)nc3O2)cc1 (configuration not stated) ?
Dicer inh: -1.35

Results for Cc1[nH]c2ccccc2c1Cc1nnc(SCc2ccccc2)o1 ?
Dicer inh: -0.33

What do the screens show for `CCOc1ccccc1OCc1nn2c(Cc3ccccc3)nnc2s1`?
Dicer inh: -0.37

What do the screens show for `O=C1Nc2ccc(Cl)cc2[C@@](C#CC2CC2)(C(F)(F)F)O1`?
Dicer inh: -0.67

How did COc1ccc(NC(=O)c2cc3n(n2)C(C(F)(F)F)CC(c2ccco2)N3)cc1 (configuration not stated) do in these assays?
Dicer inh: -1.29

What do the screens show for `CCCCCOc1ccc(C2Nc3ccccc3NC3=C2C(=O)CC(C)(C)C3)cc1` (configuration not stated)?
Dicer inh: -1.71

How did CCOC(=O)C1=C(C)Nc2nc3ccccc3n2C1c1ccco1 (configuration not stated) do in these assays?
Dicer inh: -1.52

What do the screens show for `Cc1ccc(S(=O)(=O)NCc2ccccc2)cc1-c1nnc2c3ccccc3c(C)nn12`?
Dicer inh: 0.62

How did c1ccc(Cn2nnc3c(N4CCN(c5ccccc5)CC4)ncnc32)cc1 do in these assays?
Dicer inh: 2.2

What do the screens show for `C#CC(CC)(CC)NC(=O)COc1cc(Cl)c(Cl)cc1Cl`?
Dicer inh: 0.3

What do the screens show for `CCOC(=O)c1c(NC(=O)C2C3C=CC(CC3)C2C(=O)O)sc2c1CC(C)CC2` (configuration not stated)?
Dicer inh: 2.8

What do the screens show for `CCOC(=O)c1sc(N)c(C(=O)OCC)c1C`?
Dicer inh: -0.88

Results for COc1ccc(-c2nc(-c3ccccc3)no2)cc1OC ?
Dicer inh: -0.64

How did O=C(CSc1nc(-c2ccc(F)cc2)cc(C(F)(F)F)n1)N1CCOCC1 do in these assays?
Dicer inh: -0.77

Results for S=C(NCc1ccco1)Nc1cccc2ccccc12 ?
Dicer inh: -0.95

What do the screens show for `CC(C)(C)CC(=O)Nc1nc2c(s1)C(=O)CC(C)(C)C2`?
Dicer inh: -0.49

Results for CCOC(=O)c1ccc2nc3c(nc2c1)C(O)=C3O ?
Dicer inh: 8.52

How did Cc1ccc(C)c(S(=O)(=O)NCc2ccc3c(c2)OCO3)c1 do in these assays?
Dicer inh: 1.21

Results for COC(=O)c1scc(S(C)(=O)=O)c1N ?
Dicer inh: 2.17

How did Cc1nn2c3cc(N4CCCC4)ccc3nc2c2ccccc12 do in these assays?
Dicer inh: 0.32

Results for Cc1[nH]c2ccccc2c(=O)c1CN(C)C ?
Dicer inh: -0.83

What do the screens show for `NC1=NC(c2cccc(O)c2)n2c(nc3ccccc32)N1` (configuration not stated)?
Dicer inh: -1.2

What do the screens show for `Cc1cccc(C)c1-n1nnnc1-c1cnccc1C(F)(F)F`?
Dicer inh: -2.47

What do the screens show for `CCOC(=O)c1ccc2[nH]c(C(=O)OCC)c(CCC(=O)O)c2c1`?
Dicer inh: 0.49

Results for COc1ccc(-n2c(-c3cc(-c4ccccc4)sc3N)n[nH]c2=S)cc1 ?
Dicer inh: 5.42*

Results for COc1ccccc1OCc1nc(C#N)c(N2CCN(C)CC2)o1 ?
Dicer inh: -3.05

What do the screens show for `CCCCCCC(C)OC(=O)c1ccccc1C(=O)O` (configuration not stated)?
Dicer inh: -1.13

What do the screens show for `Cc1ccc(Nc2nc(C)cc(C)c2C#N)cc1`?
Dicer inh: 2.9

Results for CCc1ccc2[nH]c3nc4ccccc4nc3c2c1 ?
Dicer inh: -1.28

Results for NS(=O)(=O)c1cc2c(cc1C(F)(F)F)NCNS2(=O)=O ?
Dicer inh: -0.53

How did NNC(=O)c1csc(N/N=C2\CCCc3ccccc32)n1 do in these assays?
Dicer inh: 2.92

What do the screens show for `CCNc1nc(NCC)nc(Oc2ccc(OCC)nn2)n1`?
Dicer inh: -0.11

Results for O=c1c2ccccc2nc(/C=C/c2ccco2)n1Cc1ccccc1 ?
Dicer inh: 3.01*

How did CC1=NCCCN1C(=O)c1c(-c2c(Cl)cccc2Cl)noc1C do in these assays?
Dicer inh: -0.3

How did CCc1c(C)[nH]c(C(=O)OC(C)(C)C)c1C do in these assays?
Dicer inh: -0.29

Results for COc1cc(C(=O)NCc2ccc(OCCN(C)C)cc2)cc(OC)c1OC ?
Dicer inh: 0.9

Results for CC(Nc1ncnc2c1oc1ccccc12)C(=O)O (configuration not stated) ?
Dicer inh: 0.18

How did O=C(OC1=CC(=O)c2cccc3cccc1c23)c1ccccc1 do in these assays?
Dicer inh: -0.25

What do the screens show for `O=C(O)c1c[nH]c2c(Cl)cccc2c1=O`?
Dicer inh: 1.4

What do the screens show for `CCc1n(CC(O)COc2ccccc2OC)c2ccccc2[n+]1C` (configuration not stated)?
Dicer inh: -0.3

What do the screens show for `CCCNC(=O)NC(=O)c1cnccc1C(F)(F)F`?
Dicer inh: -0.37

The closing two compounds of the section above lead into the next:
What do the screens show for `CCc1n(CC(O)COc2ccccc2OC)c2ccccc2[n+]1C` (configuration not stated)?
Dicer inh: -0.3

What do the screens show for `CCCNC(=O)NC(=O)c1cnccc1C(F)(F)F`?
Dicer inh: -0.37

Results for COc1ccc2[nH]c(-c3ccccc3)nc(=S)c2c1 ?
Dicer inh: -0.55

How did O=S(=O)(Nc1ccccn1)c1ccc(Oc2ccccc2)cc1 do in these assays?
Dicer inh: 0.5

Results for Cn1c(=O)c2c(ncn2CC(=O)Nc2ccc(F)c(Cl)c2)n(C)c1=O ?
Dicer inh: 0.34

How did Cc1noc(-c2ccc(Cl)cc2)c1C(=O)NNC(=O)c1ccccc1Cl do in these assays?
Dicer inh: 0.01

Results for Cc1nn(S(=O)(=O)c2ccc(Cl)c(Cl)c2)c(C)c1Cc1c(F)cccc1Cl ?
Dicer inh: -1.24

Results for Clc1ccc(Sc2cn[nH]c2-c2ccc(Cl)cc2)cc1 ?
Dicer inh: -0.25

How did O=C(O)CSCC(=O)N1CCN(c2ncccn2)CC1 do in these assays?
Dicer inh: 0.16

Results for CCCS(=O)(=O)c1c(C)c(C)n(Cc2ccccc2)c1N ?
Dicer inh: 3.33

What do the screens show for `O=C(N/N=C/c1cccs1)c1cc(=O)nc2sccn12`?
Dicer inh: 1.27

How did CC(O)C(NC(=O)c1ccccc1)c1ccccc1 (configuration not stated) do in these assays?
Dicer inh: -0.51

What do the screens show for `O=C(CCN(Cc1ccco1)S(=O)(=O)c1ccc(Cl)cc1)NNC(=O)Nc1ccc(Cl)cc1`?
Dicer inh: 2.1

What do the screens show for `CC(=O)Oc1cccc2c1C(=O)c1c(OC(C)=O)cc(C(=O)O)cc1C2=O`?
Dicer inh: -0.63

What do the screens show for `Cc1nn(S(=O)(=O)c2ccc(Cl)cc2)c(C)c1Sc1nccn1C`?
Dicer inh: 0.5

What do the screens show for `CSc1nc(N)n2nc(C3CC3)cc2n1`?
Dicer inh: -2.18

Results for COc1ccc(C2Nc3cc(C)c(C)cc3NC3=C2C(=O)CC(C)(C)C3)cc1 (configuration not stated) ?
Dicer inh: -1.71

What do the screens show for `COc1ccc(NC(=O)c2c(NC(=O)COc3ccc(Cl)cc3)sc3c2CCC3)cc1`?
Dicer inh: 1.04

Results for Cc1ccc(NC(=O)Oc2ccc(F)cc2Cl)cc1Cl ?
Dicer inh: 0.19

What do the screens show for `CCn1cc(CN(C)C(=O)CSc2nc(-c3ccco3)cc(C(F)(F)F)n2)c(C)n1`?
Dicer inh: -1.1

Results for O=c1sn(-c2ccc([N+](=O)[O-])cc2Cl)c(=O)n1CC1CC1 ?
Dicer inh: -0.95

How did O=[N+]([O-])C1=Cc2ccccc2OC1c1ccccc1Cl (configuration not stated) do in these assays?
Dicer inh: 2.49

Results for COc1ccc(-c2noc(-c3ccccc3)n2)cc1OC1CCCC1 ?
Dicer inh: -0.47

What do the screens show for `O=C(O)c1nnn(-c2ccccc2Oc2ccc(Cl)cc2Cl)c1-c1ccccc1`?
Dicer inh: 1.8

Results for COc1ccc(OCc2nn3c(-c4ccccc4Cl)nnc3s2)cc1 ?
Dicer inh: 1.11

What do the screens show for `COc1ccc(C2/C(=C(\O)c3ccccc3)C(=O)C(=O)N2CCCn2ccnc2)cc1` (configuration not stated)?
Dicer inh: -0.96

How did O=C1c2cccc3cccc(c23)N1Cc1ccc(F)cc1Cl do in these assays?
Dicer inh: -0.82

Results for CC(C)c1nnc(N2C(=O)c3oc4ccccc4c(=O)c3C2c2ccc(F)cc2)s1 (configuration not stated) ?
Dicer inh: 0.5

How did CCOC(=O)C1CCCN(C(=O)Nc2c(-c3ccccc3)noc2C)C1 (configuration not stated) do in these assays?
Dicer inh: -0.64

How did COc1ccccc1N1C(=O)CS/C1=N\N=C\c1ccccc1OC(=O)c1ccc(Cl)cc1 do in these assays?
Dicer inh: 2.9

What do the screens show for `N#CCC(=O)N/N=C/c1coc2ccccc2c1=O`?
Dicer inh: 0.93

Results for Fc1ccc2c(c1)-c1c(cnc3cc(-c4ccc(Cl)cc4)nn13)CO2 ?
Dicer inh: 1.59

What do the screens show for `COC(=O)c1cnc(NNC(=O)Cc2ccccc2)nc1C(F)(F)F`?
Dicer inh: -0.62

What do the screens show for `CCOC(=O)Cn1c(=O)c(C#N)cn(C(C)C)c1=O`?
Dicer inh: -2.75

Results for Cn1c(SCC(=O)c2ccccc2)nnc1-c1ccccc1Br ?
Dicer inh: -1.17

Results for N#CC(=Nc1ccc(F)cc1)C1=C(O)c2ccccc2C1=O ?
Dicer inh: 0.82

How did O=C(O)CNC(=O)c1cccs1 do in these assays?
Dicer inh: 7.71

How did CCC(C)OC(=O)C1=C(C)NC2=C(C(=O)CC(c3ccccc3)C2)C1c1ccc(O)c(OC)c1 (configuration not stated) do in these assays?
Dicer inh: 1.32

What do the screens show for `Cc1c(C(=O)Nc2cc(-c3ccc(Cl)cc3)[nH]n2)cnn1-c1ccc(Cl)cc1`?
Dicer inh: 2.8

How did CC(Cc1c[nH]c2ccccc12)C(=O)O (configuration not stated) do in these assays?
Dicer inh: 4.99*

Results for O=C(C1CCCCC1)n1c2ccc(F)cc2c2nc3ccccc3nc21 ?
Dicer inh: 0

Results for c1ccc(-n2nnnc2Oc2cccc3cccnc23)cc1 ?
Dicer inh: 0.83

Results for O=C(O)CSc1nc2cccnc2s1 ?
Dicer inh: -0.54

Results for CC1=CC2CC1C1C(=O)N(c3ccc(C(F)(F)F)cc3)C(=O)C21 (configuration not stated) ?
Dicer inh: -0.02

Results for CSc1nc(C)nc(-c2cccc(CSc3ccccc3)c2)c1C#N ?
Dicer inh: -0.22

What do the screens show for `N#Cc1ccc(S(=O)(=O)Nc2ccc3ccccc3n2)cc1`?
Dicer inh: 0.02

What do the screens show for `CN1[C@@H]2CC[C@@H]1CC(OC(=O)C(CO)c1ccccc1)C2` (some centres not stated)?
Dicer inh: 0.89

Molecules above that have an aryl thioether with sulfur outside any ring:
How did CCc1ccc(C(=O)CSc2n[nH]c(-c3ccncc3)n2)cc1 do in these assays?
Dicer inh: -1.1

How did O=C(CSc1nnc2c(n1)[nH]c1ccccc12)Nc1ccc(Cl)cc1 do in these assays?
Dicer inh: 2.52

Results for COC(=O)c1ccc(C2Nc3ccccc3-c3nnc(SC)nc3O2)cc1 (configuration not stated) ?
Dicer inh: -1.35

Results for Cc1[nH]c2ccccc2c1Cc1nnc(SCc2ccccc2)o1 ?
Dicer inh: -0.33

How did O=C(CSc1nc(-c2ccc(F)cc2)cc(C(F)(F)F)n1)N1CCOCC1 do in these assays?
Dicer inh: -0.77

Results for Clc1ccc(Sc2cn[nH]c2-c2ccc(Cl)cc2)cc1 ?
Dicer inh: -0.25

What do the screens show for `Cc1nn(S(=O)(=O)c2ccc(Cl)cc2)c(C)c1Sc1nccn1C`?
Dicer inh: 0.5

What do the screens show for `CSc1nc(N)n2nc(C3CC3)cc2n1`?
Dicer inh: -2.18

What do the screens show for `CCn1cc(CN(C)C(=O)CSc2nc(-c3ccco3)cc(C(F)(F)F)n2)c(C)n1`?
Dicer inh: -1.1

Results for Cn1c(SCC(=O)c2ccccc2)nnc1-c1ccccc1Br ?
Dicer inh: -1.17

Results for O=C(O)CSc1nc2cccnc2s1 ?
Dicer inh: -0.54

Results for CSc1nc(C)nc(-c2cccc(CSc3ccccc3)c2)c1C#N ?
Dicer inh: -0.22

Source: PubChem (Center for Chemical Genomics, University of Michigan)
